Dengue-2 NS5 capping: Dengue-2 NS5 methyltransferase inhibitors, primary screen, biochemical, confirmation dose response (AID 588689) | 340,000 tested, 0.3% active | one-dose inhibition, % at 25 µM; IC50 in µM for titrated hits | Dengue-2 NS5 methyltransferase capping enzyme assay, biochemical; higher % means a stronger effect; in the data active = a potency from the dose series
Dengue-2 NS5 capping pilot replicate: further read-out of Dengue-2 NS5 capping, marked with its call; inhibition, %; measured here: pilot screen replicate inhibition
* = called active by the depositor. Some of the compounds tested. The share of hits here may be higher or lower than overall.

SMILES	Dengue-2 NS5 capping	others
CC(NC(=O)COC(=O)CN1C(=O)c2ccccc2C1=O)c1ccccc1 (stereo not given)	-11.4%
COc1ccccc1NC(=O)C(C)OC(=O)CCCN=C1NS(=O)(=O)c2ccccc21 (stereo not given)	1.4%
COc1ccc(N2CCN(C(=O)c3cccc(S(=O)(=O)N4CCc5ccccc54)c3)CC2)cc1	3.1%
O=C(COC(=O)c1ccc2c(c1)OCO2)Nc1ccccc1OC(F)F	5.6%
CCOc1ccc(CCNC(=O)COC(=O)CNC(=O)c2ccc(Br)o2)cc1OCC	6.5%
CN[C@H]1C[C@H]2c3[nH]c4ccc(-c5ccc(OC)cc5)cc4c3CCN2C(=O)[C@H]1[C@H](C)O	-11.0%
COc1ccc(-c2cnc3c(c2)C(=O)N([C@H](C)CO)C[C@H](C)[C@H](CN(C)C(=O)Cc2cccnc2)O3)cc1	-3.4%
C[C@]12c3[nH]c4ccccc4c3CCN1C(=O)C(CC(=O)NCC13CC4CC(CC(C4)C1)C3)C[C@@H]2C(=O)N1CCOCC1 (stereo not given in full)	-2.3%	Dengue-2 NS5 capping pilot replicate=-7.3
Cc1noc(C)c1S(=O)(=O)Nc1ccc2c(c1)C(=O)N([C@H](C)CO)C[C@H](C)[C@@H](CN(C)C(=O)CCCN(C)C)OCCCC[C@@H](C)O2	-1.6%
CC1CC1C(=O)OCC(=O)Nc1cc(S(=O)(=O)N2CCCCC2)ccc1Cl (stereo not given)	3.1%
COc1ccc(OC)c(-c2csc(NC(=O)CSCC(=O)Nc3cc(C)on3)n2)c1	-8.1%
Cc1ccc(C(=O)CCC(=O)NC2=NCCS2)cc1	3.7%
CCc1ccc([C@@H]2C[C@H]3[C@@H](CN2S(=O)(=O)c2ccc(C)cc2)C(=O)C[C@@H](c2ccc(Cl)cc2)N3S(=O)(=O)c2ccccc2C)cc1	1.1%
Cc1nc(C(=O)N2CCCC(N3CCN(c4ccc(F)cc4)CC3)C2)cs1 (stereo not given)	-5.1%
C(=C\n1nnc2ccccc21)/c1ccccn1	1.2%
CCN(C(=O)CN1C(=O)NC2(CCC(C)CC2)C1=O)C1CCCCC1 (stereo not given)	-8.0%
O=C(NC1CCN(Cc2ccccc2)CC1)c1ccc(CS(=O)c2ccccc2Cl)o1 (stereo not given)	2.2%
CC(C)NS(=O)(=O)c1ccc(Br)c(C(=O)OC(C)C(=O)NC2CCCCC2C)c1 (stereo not given)	2.9%
Cc1ccccc1-c1nc2ccccc2c(=O)o1	-7.1%
CSCCC(NC(=O)c1cc(S(=O)(=O)N2CCOCC2)ccc1C)c1nc2ccccc2[nH]1 (stereo not given)	-6.6%
Cc1ccc(NC(=O)CSc2ccccc2)cc1S(=O)(=O)N1CCCCC1	-2.9%
COc1ccc(N2CCN(Cc3cc(=O)c(OCC(=O)NC4CCCC4)co3)CC2)cc1	-3.7%
O=C(NCC1CC1)c1onc(CSc2ccc(F)cc2)c1C(=O)NCC1CC1	2.4%
Nc1ccc(Sc2ccccc2Cl)nc1	-2.3%
O=C(CN1C(=O)c2ccccc2C1=O)OCC(=O)c1ccccc1	0.7%
Later entries
SMILES	Dengue-2 NS5 capping	others
Cc1ccc(C(=O)NCC(=O)NNC(=O)CN(C)S(=O)(=O)c2ccc(Cl)cc2)s1	-3.7%
CC(=O)C1CCC2C3CCC4=CC(=O)C=CC4(C)C3CCC12C (stereo not given)	-3.1%
O=C(CNc1ccc(F)cc1Cl)Nc1cccc(S(=O)(=O)N2CCCCC2)c1	-1.4%
COc1ccc(-c2c(-c3cc(OC)cc(OC)c3)n(C)c3ccc(-c4ccc(OC)nc4)cc23)cc1	-0.8%
CCCCCC(=O)N1C[C@@H](O)[C@H](n2cc(-c3ccc(F)cc3)nn2)C[C@@H]1c1ccccc1	-3.5%
CC(=O)N1CCc2c(sc(NC(=O)c3ccc([N+](=O)[O-])o3)c2C(N)=O)C1	89.3µM*
CCN(CC(=O)Nc1c(F)cccc1F)C(=O)c1ccc2ccccc2n1	-7.2%
COCCCN(C(=O)CSCc1c(C)noc1C)c1c(N)n(Cc2ccccc2)c(=O)[nH]c1=O	0.7%
OCCN(CCO)c1cc2c3ccccc3ccc2c2ccccc12	2.3%
Cc1ccc(NC(=O)Cc2ccsc2)cc1S(=O)(=O)N1CCOCC1	3.1%
O=C(O)C1(C(=O)O)CCCC1	10.8%
Cc1ccccc1OCC(=O)Nc1ccc2c(c1)ncn2C	-4.3%
CCn1c(SCC(=O)Nc2ccc3[nH]c(=O)[nH]c3c2)nc2ccccc21	-4.5%
O=C(OCC(=O)N1CCOCC1)c1cc2ccccc2oc1=O	-8.3%
Cc1ccc(NC(=O)C2CCN(S(=O)(=O)c3ccc(Cl)c(C(F)(F)F)c3)CC2)nc1	-2.9%
Cc1ccc(S(=O)(=O)Nc2cc3c4c(c2)CC(=O)N4CCC3)cc1	1.4%
N#CCC(=O)Nc1ccc(C(=O)OCC(=O)c2c[nH]c3ccccc23)cc1	-0.8%
CC(NCC(=O)Nc1ccccc1C(=O)NC1CC1)c1ccc(S(N)(=O)=O)cc1 (stereo not given)	6.2%
N#Cc1ccc(S(=O)(=O)N2CCN(Cc3cccs3)CC2)cc1	0.0%
Cc1ccc(S(=O)(=O)N2CCC(=O)CC2c2ccccc2)cc1 (stereo not given)	-7.6%	Dengue-2 NS5 capping pilot replicate=-1.5
Cc1ccc(-c2nc3c(c(SCC(=O)N4CCCC4)n2)COC(C)(C)C3)cc1	-3.3%
CC(=O)Nc1ccc(NC(=O)CSc2nc3c(=O)n(C)c(=O)n(C)c3n2C)cc1	-11.0%
Cc1ccc(N(CC(=O)NC(C)(C)C)C(=O)CCC(=O)Nc2ccccn2)cc1	5.1%
O=C(OCc1cc(=O)n2ccsc2n1)c1ccccc1NCCO	0.8%
C[C@H]1CN(C2CCCCC2)C(=O)[C@@H]1CC(=O)Nc1ccc(Br)cc1	-12.1%

The list goes on, starting with the last 6 of the part before.
SMILES	Dengue-2 NS5 capping	others
Cc1ccc(S(=O)(=O)N2CCC(=O)CC2c2ccccc2)cc1 (stereo not given)	-7.6%	Dengue-2 NS5 capping pilot replicate=-1.5
Cc1ccc(-c2nc3c(c(SCC(=O)N4CCCC4)n2)COC(C)(C)C3)cc1	-3.3%
CC(=O)Nc1ccc(NC(=O)CSc2nc3c(=O)n(C)c(=O)n(C)c3n2C)cc1	-11.0%
Cc1ccc(N(CC(=O)NC(C)(C)C)C(=O)CCC(=O)Nc2ccccn2)cc1	5.1%
O=C(OCc1cc(=O)n2ccsc2n1)c1ccccc1NCCO	0.8%
C[C@H]1CN(C2CCCCC2)C(=O)[C@@H]1CC(=O)Nc1ccc(Br)cc1	-12.1%
C#CCOCCOCCOCCNc1nc(N2CCN(C(=O)[C@H]([C@@H](C)CC)n3cc(CCCN=C(N)N)nn3)CC2)nc(N2CCN(C(=O)[C@H]([C@@H](C)CC)n3cc(CCC(=O)O)nn3)CC2)n1	-6.5%
O=C(Cc1cccc(NC(=O)C2CCCN(C(=O)c3ccccc3)C2)c1)Nc1ccc(C(=O)N2CCOCC2)cc1 (stereo not given)	-1.3%	Dengue-2 NS5 capping pilot replicate=4.0
COc1ccc(C2CC(c3cccc(Br)c3)=NN2c2ccc(S(N)(=O)=O)cc2)cc1 (stereo not given)	-8.6%	Dengue-2 NS5 capping pilot replicate=-0.3
CN(C(=O)c1ccccc1C(=O)OCC(=O)Nc1ccc(S(N)(=O)=O)cc1)c1ccccc1	-3.6%
CCN(CC(=O)Nc1c(F)cccc1F)C(=O)Cc1cccs1	-4.3%
CCC/C=C/c1ccc(CN2C(C)C(=O)N(Cc3cn(CCC4OCCCO4)nn3)CCS2(=O)=O)cc1 (stereo not given)	1.1%
CCC(C)Sc1cccc(-c2nc3cc(C)ccn3c2NC2CCCCC2)c1 (stereo not given)	-20.1%
CN(CCc1ccccc1)C(=O)c1ccc(NC(=O)Cc2cccc(NC(=O)C3CCN(C(=O)C4CCC4)CC3)c2)cc1	-3.3%	Dengue-2 NS5 capping pilot replicate=1.2
CS(=O)(=O)c1cccc(NC(=O)CSc2nnc3n2CCCCC3)c1	-4.8%
Cc1ccc2scc(CN3CCCC3)c2c1	3.9%
Cc1nnc(SCC(=O)N(C2CCCCC2)C2CCS(=O)(=O)C2)n1N (stereo not given)	-13.1%
Cc1nc2ccccn2c(=O)c1NC(=O)c1cccc2ccccc12	2.2%
O=C(COc1ccccc1Br)NC(=O)NC1CCCC1	1.4%
O=C(COC(=O)c1nc(Cl)ccc1Cl)c1ccccc1Cl	4.4%
CN(CC(=O)Nc1ccccc1Br)C(=O)c1ccccc1Sc1ccccc1C#N	-5.9%
COc1ccc(NC(=O)COC(=O)CCC2CCCC2)c(OC)c1	-1.5%
NC(=S)NN=C1CCCCCCCC1	1.9%
COc1ccccc1CN(C)C(=O)c1cccc(S(=O)(=O)N2CCCc3ccccc32)c1	1.6%
Cc1cc(NC(=O)CSC2=NS(=O)(=O)c3cc(Cl)ccc3N2)no1	-4.4%
CNC(=O)c1ccc2cc(OC)c(OC)cc2c1	-5.2%
CCn1c(C)nc2cc(C(=O)NNC(=O)[C@@H](NC(=O)c3cc(OC)cc(OC)c3)C(C)C)ccc21	-7.0%
O=C(/C=C/c1ccccc1Cl)OCC(=O)c1ccc[nH]1	-6.3%
Cc1cccc(C)c1NC(=O)CN1CCN(CC(=O)c2cc(C)n(C3CC3)c2C)CC1	-3.6%
CC1CCCCC1NS(=O)(=O)c1ccc2c(c1)CCC(=O)N2 (stereo not given)	0.4%
Cc1cc(-c2ccc(S(=O)(=O)NCc3ccc(Cl)cc3)cc2)on1	3.9%

In the list so far, 3 have a furan ring, fused or not.
SMILES	Dengue-2 NS5 capping	others
CCOc1ccc(CCNC(=O)COC(=O)CNC(=O)c2ccc(Br)o2)cc1OCC	6.5%
O=C(NC1CCN(Cc2ccccc2)CC1)c1ccc(CS(=O)c2ccccc2Cl)o1 (stereo not given)	2.2%
CC(=O)N1CCc2c(sc(NC(=O)c3ccc([N+](=O)[O-])o3)c2C(N)=O)C1	89.3µM*

(more compounds)
SMILES	Dengue-2 NS5 capping	others
CCc1ccccc1NC(=O)c1ccc(OCc2c(C)noc2C)cc1	5.4%
COc1ccc(NC(=O)CN(C)C(=O)c2ccc(-c3ccccc3Cl)o2)cc1	-6.5%
Cc1ccc(-c2nnc(N3CCOCC3)c3ccccc23)cc1S(N)(=O)=O	1.5%
CCc1cc(Cn2nc(-c3ccccc3)cc2C(=O)NCCOC)on1	-1.6%
CC(C)(C)OC(=O)C[C@H]1C/C=C\C[C@H](CC(=O)NCCO)C(=O)NC[C@@H](c2ccccc2)OC1=O	-6.5%
COc1ccc(NC(=O)COC(=O)CN2C(=O)NC(C)(C)C2=O)cc1	2.9%
C#CCOCCOCCOCCNc1nc(N2CCN(C(=O)[C@H](CCCCN)n3cc([C@@H](N)CO)nn3)CC2)nc(N2CCN(C(=O)[C@H](CCCCN)n3cc([C@@H](N)CC(C)C)nn3)CC2)n1	-13.5%
COc1cc(C(=O)NCc2ccc(OCCN(C)C)cc2)cc(OC)c1OC	0.7%
CN(CCOc1ccc(Cl)cc1)C(=O)c1cccc(S(=O)(=O)N2CCN(c3ccc(F)cc3)CC2)c1	-4.3%
CC1(c2cccc(Br)c2)NC(=O)N(CC(=O)Nc2ccc3c(c2)OCO3)C1=O (stereo not given)	-2.2%
CC(C)(C)OC(=O)N1CCC(NC(=O)c2nc[nH]c2C(=O)NCc2ccccc2)CC1	-12.3%
CC1CCCCN1C(=O)NC1CC(=O)N(c2ccc3c(c2)OCCO3)C1 (stereo not given)	-1.4%
COc1ccc(C(=O)Nc2cccc(S(=O)(=O)NC3=NCCC3)c2)cc1OC	1.9%
COc1ccc(CC(=O)NCc2ccccc2F)cc1S(=O)(=O)N1CCOCC1	1.7%
COc1cccc(NC(=O)COC(=O)CNC(=O)C2CCCCC2)c1	-18.3%
CCOc1ccc(-c2cccc(NC(=O)c3cccs3)c2)nn1	-2.9%
CN(CC(=O)Nc1ccc(F)cc1)C(=O)c1cc2c(s1)CCCCC2	-5.8%
O=[N+]([O-])c1cc(S(=O)(=O)N2CCOCC2)ccc1OCc1ccccc1C(F)(F)F	6.5%
O=C(C1COc2ccccc2O1)N1CCN(c2nc3ccc([N+](=O)[O-])cc3s2)CC1 (stereo not given)	13.8%
CCOc1cc(N2CCOCC2)c(OCC)cc1NC(=O)COC(=O)c1ccccc1OC(F)F	5.8%
COc1ccc(NS(=O)(=O)c2cc(NC(=O)COc3ccccc3)ccc2N2CCOCC2)cc1	-6.9%
CSc1ccccc1NC(=O)C(C)N(C)CC(=O)N1CCN(Cc2ccccc2)CC1 (stereo not given)	-4.5%
CNC(=O)c1c(NC(=O)CCS(=O)(=O)c2ccc(Cl)cc2)sc2c1CCN(C(=O)OC)C2	-8.8%
O=C(COC(=O)c1cc(S(=O)(=O)N2CCOCC2)ccc1Cl)NC1CC1	0.7%
O=C(NCc1ccccc1)c1cccc2c1C(=O)c1ccc(/C=C/c3ccccc3)cc1S2(=O)=O	25.4%
COc1ccc(CC(=O)OCC(=O)N2CCCc3ccccc32)cc1	-2.9%
Cc1cc(C)c(C(=O)COC(=O)C2CC3CCCC(C2)C3=O)c(C)c1 (stereo not given)	1.5%
CS(=O)(=O)c1ccc(Cl)c(NC(=O)c2cc(S(=O)(=O)N3CCOCC3)ccc2N2CCCC2)c1	-10.2%
O=C(c1noc2c1CCCCC2)N1CCN(C(c2ccccc2)c2ccccc2)CC1	-9.3%
CC12CCC(=O)N1C(C(=O)N1CCN(c3ccccc3)CC1)CS2 (stereo not given)	-10.1%

Of the compounds above, 3 have a cyano group.
SMILES	Dengue-2 NS5 capping	others
N#CCC(=O)Nc1ccc(C(=O)OCC(=O)c2c[nH]c3ccccc23)cc1	-0.8%
N#Cc1ccc(S(=O)(=O)N2CCN(Cc3cccs3)CC2)cc1	0.0%
CN(CC(=O)Nc1ccccc1Br)C(=O)c1ccccc1Sc1ccccc1C#N	-5.9%

Screening data as filed in PubChem BioAssay.
